Bioassay records as filed in PubChem BioAssay.
procasp7 counter = counter-screen for procaspase-3 activators: activators of human procaspase-7. activation, % at 8.5 µM. recombinant procaspase-7, Ac-DEVD-pNA absorbance 405 nm; D23A/D198A/D206A triple mutant, cannot self-cleave; scale: DMSO 0, 5 µM enzyme 100. P55210. actives 0.093% (n = 330,000);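 active = percent activation above the screen-wide mean plus 3 SD, cut at about 25% in these data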
Target sequence (P55210 whole entry D23A/D198A/D206A): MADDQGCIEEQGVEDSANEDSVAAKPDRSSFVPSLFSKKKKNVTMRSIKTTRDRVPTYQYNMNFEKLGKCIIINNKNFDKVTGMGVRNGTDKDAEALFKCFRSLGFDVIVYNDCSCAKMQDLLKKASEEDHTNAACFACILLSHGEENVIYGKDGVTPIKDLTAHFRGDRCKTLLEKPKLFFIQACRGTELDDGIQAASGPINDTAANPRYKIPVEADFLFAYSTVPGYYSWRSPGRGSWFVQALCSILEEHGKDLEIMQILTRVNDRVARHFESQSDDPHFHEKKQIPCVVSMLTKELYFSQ
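System: Uncleavable procaspase-7 mutant enzyme; Amount: 2 µM procaspase-7 mutant as dispensed; Schedule: 1 h compound preincubation, 2 h substrate cleavage, 25 °C; Measured by: 405 nm absorbance of p-nitroaniline; Evaluation: percent activation from buffer-corrected 0–120 min absorbance change; Control set: low DMSO alone, high DMSO plus 5 µM PC-7.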
procasp3 activ = activates human procaspase-3. P42574. recombinant procaspase-3 D3A, Ac-DEVD-pNA absorbance 405 nm. activation, % at 8.5 µM. actives 0.11% (n = 330,000). AID 463141;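 active = activation above the mean of all tested compounds plus 3 SD, cut at about 21% in these data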;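 also: 0% = DMSO alone and 100% = DMSO wells spiked with extra 5 µM PC-3 D3A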
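Test system: Procaspase-3 D3A mutant; medium: Zinc-free HEPES/NaCl buffer with 0.01% Triton X-100 at pH 7.4; reagent: DEVD-pNA substrate; doses: one concentration, 8.5 µM nominal, 0.8% DMSO; times: 1 h preincubation plus 2 h reaction at 25 °C; signal: Epi-absorbance at 405 nm of released p-nitroaniline, 0 and 120 min; replicates: singlicate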
Efflux pump mplx = antifungal efflux pump inhibition, Nile Red retention. actives 0.44% (n = 330,000). inhibition, % at 10 µM. S. cerevisiae Candida pump triplex. AID 485275;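 active = plate passing quality check with inhibition over a set limit, or well fluorescence over plate mean plus 4 SD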;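 also: Nile Red retained in pooled yeast measured as flow cytometry median fluorescence; 0% = buffer negative control and 100% = Enniatin B positive control; higher means more Nile Red kept so more efflux inhibition; some compounds called inactive have numbers as strong as hits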
Fh CTSL1 inh = blocks F. hepatica cathepsin L1 in PFM18AAP counter-screen; recombinant F. hepatica cathepsin L1, Z-Leu-Arg-MCA fluorescence; inhibition, % at 5.96 µM; actives 0.49% (n = 300,000);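 active = inhibition above the mean of all tested compounds plus 3 SD, set per screening campaign, cut at about 17% in these data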;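 also: 0% = plate median of test compound wells and 100% = 1 µM Z-Phe-Ala-diazomethylketone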
TPT1 inh = blocks Candida albicans tRNA 2'-phosphotransferase; AID 1962; inhibition, % at 5 µM; actives 0.81% (n = 300,000); recombinant caTPT1, FP RNA substrate dephosphorylation;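 active = inhibition above the mean of all tested compounds plus 3 SD, set per screening campaign, cut at about 24% in these data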;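 also: plate controls were DMSO alone for no effect and ferristatin control at 100 nM for full effect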
HCV core dimer = HCV core protein dimerization inhibition; TR-FRET GST/Flag-core106 dimerization, 1536-well; inhibition, % at 5 µM; actives 0.33% (n = 300,000); AID 1899;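 active = inhibition above the mean of all tested compounds plus 3 SD, set per screening campaign, cut at about 45% in these data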
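System: GST-tagged and Flag-tagged HCV core protein residues 1-106 / Input: core106 proteins, GST 13.5 nM and Flag 17 nM / Buffer or medium: KF-containing HEPES buffer, pH 7.45, DTT, CHAPS, BSA / Probe or stimulus: Eu-anti-GST and XL665-anti-Flag labelled anti-tag antibodies / Schedule: 4 h, 22.5 °C incubation / Technique: TR-FRET 671 and 617 nm emission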
PP1 inh = blocks human PP1-alpha phosphatase, a PP5 counter-screen. P62136. purified PP1alpha, OMFP fluorescence. inhibition, % at 6.7 µM. actives 0.9% (n = 320,000). AID 2235;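 active = inhibition above the mean inhibition of all tested compounds plus 3 SD, computed separately for each screening campaign, cut at about 15% in these data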
Target sequence (P62136 whole entry, looked up): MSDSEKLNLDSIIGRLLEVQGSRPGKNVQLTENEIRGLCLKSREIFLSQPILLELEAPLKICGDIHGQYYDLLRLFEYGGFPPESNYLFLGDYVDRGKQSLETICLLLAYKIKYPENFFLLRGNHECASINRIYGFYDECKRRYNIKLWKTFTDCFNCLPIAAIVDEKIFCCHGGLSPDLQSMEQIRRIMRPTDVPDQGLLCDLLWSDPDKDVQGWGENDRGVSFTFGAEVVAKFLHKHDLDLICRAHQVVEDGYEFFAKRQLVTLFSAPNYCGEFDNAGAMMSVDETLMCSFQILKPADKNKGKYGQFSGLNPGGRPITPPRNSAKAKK
JMJD2C inh = human JMJD2C demethylase inhibition; GST-JMJD2C(1-420) H3K9me3 demethylation, DELFIA europium; actives 0.069% (n = 330,000); Q9H3R0; inhibition, % at 2.35 µM;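 active = more than half of a compound's replicate wells show inhibition beyond 50%, single wells judged on their own value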;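 also: signal counts dimethyl H3K9 product captured on neutravidin plate; 0% = median of DMSO wells and 100% = 0.3 times that DMSO median; strong numbers were not always called active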
Target sequence (Q9H3R0 1-420 limits assumed): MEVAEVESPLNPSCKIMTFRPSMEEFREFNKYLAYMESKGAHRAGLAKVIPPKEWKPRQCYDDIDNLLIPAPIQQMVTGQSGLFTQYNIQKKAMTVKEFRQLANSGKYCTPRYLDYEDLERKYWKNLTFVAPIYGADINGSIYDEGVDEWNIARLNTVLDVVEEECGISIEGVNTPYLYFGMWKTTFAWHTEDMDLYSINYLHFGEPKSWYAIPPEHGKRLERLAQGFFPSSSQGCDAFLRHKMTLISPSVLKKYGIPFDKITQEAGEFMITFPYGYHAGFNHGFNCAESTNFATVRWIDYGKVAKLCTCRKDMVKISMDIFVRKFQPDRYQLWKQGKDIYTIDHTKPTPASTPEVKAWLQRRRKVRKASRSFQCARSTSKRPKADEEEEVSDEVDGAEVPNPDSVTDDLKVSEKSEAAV
PP5 primary = inhibitors of human protein phosphatase 5 (PP5) | P53041 | purified PP5c, OMFP substrate fluorescence | inhibition, % at 6.7 µM | actives 0.18% (n = 320,000) | AID 1987;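 active = inhibition above the campaign's mean inhibition across all tested compounds plus 3 SD, cut at about 9.5% in these data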;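 also: 0% = DMSO only and 100% = 100 µM cantharidin control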
* marks the source's active call; other numbers are inactive results; . = no result given.

SMILES | procasp7 counter | procasp3 activ | Efflux pump mplx | Fh CTSL1 inh | TPT1 inh | HCV core dimer | PP1 inh | JMJD2C inh | PP5 primary
O=C(COc1ccc(S(=O)(=O)N2CCCC2)cc1Cl)N1CCN(c2ccccc2)CC1 | -4 | -8 | 0.0 | 5 | -2 | 17 | 6 | 0 | 4.2
Cc1cccc(OCC(=O)NCCCNC(=O)c2ccccn2)c1 | 3 | 11 | -0.1 | -1 | 2 | 1 | 4 | -21 | 0.6
Cc1ccccc1C(=O)N1CCCN(C(=O)c2ccccc2C)CC1 | -7 | -4 | -0.1 | 14 | -2 | -5 | 3 | 0 | -1.5
CCCNC(=O)C1CCN(c2ccc(S(=O)(=O)N3CCOCC3)cc2Cl)CC1 | 4 | -4 | 0.0 | 6 | 1 | 10 | -3 | 0 | 1.7
O=C(CSc1nnc2c(n1)[nH]c1ccccc12)NCc1ccco1 | -16 | -18 | -0.1 | 3 | 0 | 6 | 0 | -11 | 2.2
CN1C(=O)N(S(=O)(=O)c2ccc(F)c(F)c2F)C(=O)C1(C)C | -3 | 6 | -0.2 | -2 | -2 | 0 | -1 | 0 | 0.1
CCOc1ccc(CCNC(=O)c2cn(C)c3ccc(S(=O)(=O)N4CCOCC4)cc3c2=O)cc1OCC | -8 | 5 | -0.2 | -1 | -2 | 2 | -1 | 0 | -1.3
CC(=O)c1ccc(-c2ccc(C(=O)NCC(c3ccc(F)cc3)N3CCOCC3)o2)cc1 (stereo unspecified) | 9 | 0 | -0.1 | 3 | -1 | 9 | -3 | 4 | -2.3
O=C(c1cccc(OC2CCN(Cc3cccc(OCCO)c3)CC2)c1)N1CCCC1 | 10 | 4 | 0.0 | 2 | -2 | -2 | -1 | -10 | -1.8
Cc1cc(Cl)ccc1N=c1ssnc1Cl | -21 | -7 | -0.2 | -2 | -3 | -6 | -2 | 12 | 1.3
O=C(CSc1nnc2ccccn12)NNC(=O)c1ccc(F)cc1 | 12 | -8 | -0.1 | -2 | -3 | -3 | 2 | 6 | -0.1
CCc1nnc(NS(=O)(=O)c2ccc(NC(=O)c3cccc([N+](=O)[O-])c3)cc2)s1 | 1 | -2 | 0.0 | -3 | -1 | -10 | -1 | -1 | 1.6
Nc1nc(SCC(=O)Nc2ccccc2Sc2ccc(Cl)cc2)n[nH]1 | 5 | 8 | 0.0 | -3 | -3 | 1 | -1 | 10 | 0.3
COc1ccc(C2c3c(-c4ccccc4)n[nH]c3C(=O)N2c2ccc(C(=O)O)cc2)cc1 (stereo unspecified) | 7 | 2 | -0.1 | -1 | -4 | 4 | 1 | 32 | 3.4
O=c1c(C(c2ccc(Cl)cc2)c2c(O)nc3n(c2=O)CCCS3)c(O)nc2n1CCCS2 | -13 | -20 | 0.2 | 6 | 0 | 12 | 8 | -27 | 0.8
CC(=O)N1CCN(C(=O)CSc2ncnc3sc(C)c(C)c23)CC1 | -1 | -2 | 0.0 | . | . | . | . | -2 | .
COc1ccc(Br)cc1/C=N/Nc1ccc(Cl)c(C(=O)O)c1 | -1 | 2 | 0.0 | 4 | -2 | 2 | -2 | 2 | -0.5
COc1ccc(S(=O)(=O)n2cccc2)c(OC)c1 | -2 | 5 | -0.1 | -6 | -1 | 6 | 2 | -11 | 3.8
Brc1ccc(CNc2nc3ccccc3n2CCN2CCCCC2)cc1 | 2 | -1 | -0.2 | -1 | -1 | -5 | -1 | 34 | -0.6
CC(C)(C)NC(=O)c1ccc2c(c1)N(CC(=O)N1CCCC1)C(=O)C(C)(C)O2 | 3 | 2 | 0.1 | 2 | -3 | 4 | -6 | -1 | -1.1
CCS(=O)(=O)N1Cc2ccccc2CC1C(=O)Nc1nc2ccc(F)cc2s1 (stereo unspecified) | -1 | 1 | -0.1 | 1 | 1 | 33 | 3 | -4 | 5.2
CCN(C(=O)CN1C(=O)CN(C)C1=O)c1cccc2ccccc12 | 9 | 0 | 0.0 | . | . | . | . | 3 | .
CCOC(=O)/C(C#N)=C\c1ccc(CC)s1 | -4 | 6 | 0.1 | 3 | 11 | 1 | -3 | 0 | 4.5
N=c1c2c3c(sc2ncn1N)CCCCC3 | -7 | -20 | 0.2 | 2 | -2 | -2 | -2 | -8 | -0.3
Cc1cccc(NC(=O)c2ccccc2OCC(=O)c2ccc(F)cc2)c1 | -3 | 4 | -0.2 | 1 | -4 | 10 | -1 | -2 | -1.2
Cc1cc(C(=O)N/N=C/c2ccc(N(C)C)o2)cs1 | -12 | 4 | -0.1 | 5 | 1 | 4 | 2 | 1 | 0.0
Cc1cc(C)cc(NC(=S)N2C3CCCC2CC(NC(=O)C2CC2)C3)c1 (stereo unspecified) | -7 | 9 | 0.0 | -1 | 0 | -3 | 0 | 6 | -1.4
COc1ccccc1-n1c(-c2ccc(F)cc2)coc1=O | 16 | -11 | 0.2 | -1 | -4 | 10 | -4 | 2 | 0.9
CC(C)(C)OC(=O)C[C@@H]1C/C=C\C[C@H](CC(=O)N(CCO)Cc2ccccc2)C(=O)N[C@@H](c2ccccc2)COC1=O | 3 | 7 | 0.1 | . | . | . | . | -4 | .
O=C(c1cc(S(=O)(=O)N2CCN(c3ccccc3)CC2)ccc1Cl)N1CCCCCCC1 | 2 | 1 | 0.1 | 3 | 0 | 16 | 4 | 147 | -0.3
CC(Oc1ccccc1F)C(=O)NC1CCS(=O)(=O)C1 (stereo unspecified) | -5 | -9 | -0.1 | 4 | -1 | -1 | 0 | 3 | -0.6
O=C1Cc2cc(S(=O)(=O)N3CCNCC3)ccc2N1 | 5 | 6 | -0.3 | . | . | . | . | -6 | .
COc1ccc(S(=O)(=O)CCC(=O)N2CC(=O)N(CCc3ccccc3)C(=O)C2)cc1 | -4 | 5 | -0.1 | -3 | 6 | 10 | -2 | 0 | 0.6
COc1cc(C(=O)NC(CCSC)C(=O)OCC(=O)NC(=O)C2CCCCC2)cc(OC)c1OC (stereo unspecified) | 0 | -9 | 0.2 | -8 | -3 | -3 | -3 | 23 | -1.6
COC(=O)c1cn(C(=O)/C=C/c2ccc(OC)c(OC)c2)c2ccccc12 | 6 | -20 | 0.0 | -2 | 0 | 11 | 0 | 5 | -1.4
CCCc1nc2c(s1)CCc1onc(-c3ccc(Br)cc3)c1-2 | -9 | -1 | 0.0 | 4 | -1 | -18 | 1 | -3 | 0.7
CCc1cccc(C)c1NC(=S)NCC1CCN(c2ccc(OC)cc2)C1 (stereo unspecified) | -26 | -8 | 0.1 | 2 | -3 | -8 | 8 | -5 | 0.5
CCc1cccc(C)c1NC(=S)NCc1ccc2c(c1)cc(C)n2C | 7 | 2 | 0.1 | -2 | 0 | -25 | 3 | 14 | 4.2
O=c1c2c(nc3nc(NCc4cccc(Cl)c4)[nH]n13)CCC2 | -4 | -6 | 0.0 | -3 | -3 | -5 | 0 | 6 | 0.5
COc1cc(OC)cc(C(=O)N[C@H](C(=O)OCC(=O)Nc2cccnc2Cl)C(C)C)c1 | 2 | 5 | 0.1 | . | . | . | -2 | . | 0.6

Brought forward from above: 2 entries, then new ones.
SMILES | procasp7 counter | procasp3 activ | Efflux pump mplx | Fh CTSL1 inh | TPT1 inh | HCV core dimer | PP1 inh | JMJD2C inh | PP5 primary
O=c1c2c(nc3nc(NCc4cccc(Cl)c4)[nH]n13)CCC2 | -4 | -6 | 0.0 | -3 | -3 | -5 | 0 | 6 | 0.5
COc1cc(OC)cc(C(=O)N[C@H](C(=O)OCC(=O)Nc2cccnc2Cl)C(C)C)c1 | 2 | 5 | 0.1 | . | . | . | -2 | . | 0.6
CCOc1cc(NS(=O)(=O)CC)c(OCC)cc1NC(=O)c1ccco1 | 10 | 8 | 0.1 | -3 | 0 | 4 | -2 | 6 | 3.8
O=C(CC1Nc2ccccc2NC1=O)NCc1cccnc1 (stereo unspecified) | -1 | 2 | 0.1 | 8 | 2 | -4 | -3 | 5 | -1.8
Cc1[nH]c2ccccc2c1C(O)CN1CCN(c2cccc(C(F)(F)F)c2)CC1 (stereo unspecified) | 6 | -7 | -0.1 | 2 | -6 | -4 | 1 | -3 | 3.7
Cc1ccc(OCc2nc(-c3ccccc3)no2)cc1 | 7 | 0 | -0.2 | 2 | 3 | 0 | -4 | -6 | 0.1
Cc1cc(C(=O)CSc2nc(N)cc(=O)[nH]2)c(C)n1Cc1ccco1 | 5 | 4 | 0.0 | -3 | -3 | 8 | 2 | 1 | -0.7
COc1ccc(C(=O)O)cc1S(=O)(=O)Nc1ccc(C)cc1 | 0 | -2 | -0.1 | -7 | 0 | -4 | -4 | -4 | -3.5
Cc1ccc(CSCCNC(=O)CN(c2ccc(F)cc2)S(C)(=O)=O)cc1 | -3 | 5 | 0.1 | 0 | 4 | -7 | -1 | -1 | 0.5
Cc1c(C(=O)N(C)CCC#N)oc2ccc(S(=O)(=O)N3CC(C)CC(C)C3)cc12 (stereo unspecified) | 2 | 5 | 0.1 | -4 | -1 | -2 | -3 | -2 | 3.0
CCCNC(=O)[C@@H]1CCCN1C(=O)C1CCN(S(=O)(=O)c2ccc(C)cc2)CC1 | -13 | 1 | -0.1 | -1 | 3 | -4 | -4 | 7 | -0.7
Cc1ccsc1C(=O)OCC(=O)NCCCc1ccccc1 | 6 | 6 | -0.1 | -3 | -3 | 1 | -2 | 1 | -1.1
N#CCSc1nnc(-c2ccc(S(=O)(=O)N3CCOCC3)cc2)n1CC1CCCO1 (stereo unspecified) | 8 | 1 | 0.1 | 2 | -2 | 5 | -3 | 19 | -0.8
CCN(Cc1nc2ccccc2c(=O)[nH]1)C(=O)C1CC(=O)N(c2cccc3ccccc23)C1 (stereo unspecified) | 7 | 12 | 0.0 | . | . | . | -4 | -7 | -2.2
CC1(C)CC(=O)C(C=NCCc2ccc(S(N)(=O)=O)cc2)=C(O)C1 | -8 | 6 | -0.1 | -1 | -3 | -2 | -4 | 7 | 1.0
Cc1nn(C)cc1C1C(C#N)=C(N)N(c2cccnc2)C2=C1C(=O)CCC2 (stereo unspecified) | 7 | 8 | -0.1 | -1 | -5 | -10 | -4 | -44 | 3.2
CSc1ncc(Cl)c(C(=O)Nc2nnc(SC/C=C/c3ccccc3)s2)n1 | 6 | -4 | 0.2 | -4 | 2 | 10 | 6 | 3 | 2.8
COc1ccccc1NC(=O)c1nc[nH]c1C(=O)Nc1ccccc1OC | 1 | 3 | 0.1 | 5 | -3 | 10 | 9 | -22 | 2.0
CC(C)(C)n1nnnc1C(c1cccc(C(F)(F)F)c1)N1CCC(O)CC1 (stereo unspecified) | 15 | 0 | -0.2 | 1 | -5 | 0 | 5 | 5 | 0.0
